DNA FID counter – displaces DNA intercalator in HCV helicase counter-screen; DNA fluorescent intercalator displacement, fluorescence; inhibition, % at 7.9 µM; actives 0.17% (n = 290,000); in the data active = inhibition above about 37%;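 also: 0% = vehicle and 100% = reference compound; higher means more ethidium bromide displaced from hairpin DNA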
MEKK2 WT-MEK5 – raises or lowers MEK5 binding to wildtype human MEKK2 PB1 domain; Q9Y2U5; bead flow cytometry, Alexa488-MEK5 binding to MEKK2 WT; actives lie on both sides; binding response (% of control), % at 10 µM; actives 1.1% (n = 290,000); in the data active = binding response below about 67% or above about 130%
MEKK2mut PB1 HTS – signal of MEK5 binding to mutant human MEKK2 PB1 domain. bead flow cytometry, Alexa488-MEK5 binding to MEKK2 mutant. percent response, % at 10 µM. actives 0.35% (n = 290,000). AID 1530; in the data active = percent response above about 24%, passing the limit was not always enough; also: inactives centre near 1; some results filed as inactive read as strong as hits
VIM-2 inh – blocks Pseudomonas aeruginosa VIM-2 metallo-beta-lactamase; purified VIM-2, nitrocefin hydrolysis, epi-absorbance fluorescence; inhibition, % at 5.6 µM; actives 0.89% (n = 290,000); AID 1527;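 active = inhibition above the mean of all tested compounds plus 3 SD, cutoff set per screening run, cut at about 7.5% in these data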;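 also: red hydrolysis product quenches plate fluorescence so inhibitors raise well fluorescence; 0% = enzyme with DMSO and 100% = DMSO without enzyme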
HCV NS3 hel inh – blocks Hepatitis C virus NS3 helicase unwinding | NS3 helicase DNA unwinding, Cy5 molecular beacon fluorescence | AID 1800 | inhibition, % at 10.9 µM | actives 0.56% (n = 290,000);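 active = inhibition above the mean of all tested compounds plus 3 SD, set per campaign, cut at about 35% in these data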;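 also: 0% = DMSO wells and 100% = thioflavine S control wells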
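System: NS3 helicase fragment of HCV / Schedule: 1 h at 25 °C / Control set: DMSO alone as 0% and 110 µM thioflavine S as 100% / Reagent: Cy5/quencher beacon DNA duplex and ATP to start / Technique: Cy5 fluorescence / Replication: singlicate / Evaluation: % inhibition of end-to-start signal ratio versus controls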
UBC9 SUMO inh – blocks human SUMOylation mediated by UBC9. inhibition, % at 35 µM. P63279. actives 0.36% (n = 290,000). HTRF SUMOylation assay, SAE1/SAE2 + UBC9, in vitro; in the data active = inhibition above about 50%, passing the limit was not always enough; also: strong numbers were not always called active
Target sequence (P63279 whole entry, looked up): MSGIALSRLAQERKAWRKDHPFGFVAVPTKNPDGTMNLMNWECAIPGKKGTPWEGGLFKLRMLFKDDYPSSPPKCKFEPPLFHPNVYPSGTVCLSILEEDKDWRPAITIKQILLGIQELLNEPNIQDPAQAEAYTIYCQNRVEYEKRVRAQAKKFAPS
M18AAP inhibitor – PfM18AAP enzyme inhibition | recombinant PfM18AAP, H-Glu-NHMec fluorogenic cleavage | inhibition, % at 7.35 µM | actives 1.2% (n = 290,000);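 active = inhibition above the campaign mean inhibition over all tested compounds plus 3 SD, cut at about 28% in these data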;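 also: 0% = plate median of test compound wells and 100% = 2 mM ZnCl2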
NALP1 yeast inh – inhibitors of NALP1 inflammasome in yeast; S. cerevisiae NALP1/ASC/caspase-1 growth, X-gal OD620, 72 h; actives 0.61% (n = 280,000); inhibition, % at 10 µM; AID 2071; in the data active = inhibition mostly above about 24%, no sharp cut-off; inactive = mostly below about 32%; also: some compounds called inactive have numbers as strong as hits
IMP-1 inh – inhibitors of Pseudomonas aeruginosa IMP-1 metallo-beta-lactamase. purified IMP-1, nitrocefin hydrolysis, epi-absorbance fluorescence. inhibition, % at 5.6 µM. actives 0.45% (n = 290,000). AID 1556;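 active = inhibition above the mean plus 3 SD of all compounds in the same screening run, cut at about 4.5% in these data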;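 also: 0% = IMP-1 with DMSO and 100% = DMSO wells lacking enzyme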
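Material – recombinant IMP-1 enzyme, purified · Amount – IMP-1 0.2 nM before substrate addition · Medium – HEPES buffer pH 7.1 with ZnSO4 and Brij 35 · Timing – 25 °C, 15 min preincubation, 25 min reaction · Measured by – plate fluorescence quenching by hydrolysis product, ex 480/em 530 nm · Read-out – percent enzyme inhibition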
Active calls of the source: *; . = no result given.

SMILES	DNA FID counter	MEKK2 WT-MEK5	MEKK2mut PB1 HTS	VIM-2 inh	HCV NS3 hel inh	UBC9 SUMO inh	M18AAP inhibitor	NALP1 yeast inh	IMP-1 inh
CCc1nnc(SCC(=O)Nc2ccc(N3CCOCC3)cc2)o1	-5	101	9	-1.9	2	14	4	4	-3.7
Cc1cccc(N(CC(=O)NCC2CCCO2)C(=O)CCC(=O)Nc2cc(C)on2)c1 (stereo not drawn)	-25	109	12	-2.2	0	7	-5	-2	-1.7
Cc1occc1C(=O)N1CCN(c2ncccn2)CC1	-6	100	2	-7.0	1	3	3	.	-3.4
Cc1ccc(OCC(=O)NCC(=O)n2nc(C)cc2C)cc1	1	.	.	-2.5	-11	-6	1	-13	-1.2
CCOc1ccc(NC(=S)NC(=O)c2c(Cl)c(C)nn2C)c([N+](=O)[O-])c1	-5	105	0	-6.7	6	12	6	39	-2.5
CC(C)N1C[C@@]23C=C[C@@H](O2)C(C(=O)OCc2ccccc2)[C@H]3C1=O (stereo partly drawn)	0	86	-11	0.2	-11	14	-4	16	-2.6
CCOc1ccc(N(CC(=O)NCc2ccc(F)cc2)C(=O)CCC(=O)Nc2nccs2)cc1	-47	101	-2	-3.5	-2	-4	-1	23	-2.8
Cc1ccccc1NC(=O)CSCc1nc(N)nc(Nc2ccccc2C)n1	-17	94	4	3.1	-11	6	4	14	0.2
CCCCN(CC)C(=O)Cn1cnc2ccc(S(=O)(=O)N3CCC(C)CC3)cc2c1=O	-20	98	-1	-2.3	-4	-16	3	10	-0.4
Cc1ccc(NC(=S)NC(=O)c2ccc(-c3ccccc3)cc2)c(C)c1	-4	96	9	-0.8	5	-10	2	12	0.7
COc1ccc(S(=O)(=O)Nc2c(C)n(C)n(-c3ccccc3)c2=O)cc1	-3	100	8	0.3	6	16	0	4	-4.0
O=C(Cc1ccc(Cl)c(Cl)c1)Nc1cccc(S(=O)(=O)N2CCOCC2)c1	-17	104	-2	-0.3	-18	-13	-7	8	-2.1
O=C(OCc1nnc(-c2ccc(Br)cc2)o1)c1ccco1	-28	101	-2	-0.9	1	-10	0	-2	-1.5
COc1ccc(C(C[N+](=O)[O-])c2c(C)cc3ccccn23)c(OC)c1 (stereo not drawn)	-10	87	0	-3.2	15	24	25	15	-4.1
COc1ccc(NC(=O)c2oc3ccccc3c2NC(=O)C2CC2)cc1	-6	105	5	0.1	-11	6	0	24	0.4
CCOc1cc(CNCC2CCCN2CC)cc(Cl)c1OC (stereo not drawn)	17	102	-1	-4.8	-12	8	7	12	-4.6
O=S(=O)(c1ccc(Oc2ccc(Cl)cc2)c(S(=O)(=O)N2CCCCC2)c1)N1CCCCC1	-3	88	-7	-0.9	-10	15	-2	-1	-2.4
COc1ccc(-c2nc3ccc(C)cn3c2NCc2ccc3c(c2)OCO3)cc1	4	98	-1	-1.7	-3	12	3	-6	-3.1
COc1ccc(C(C)NC(=O)Nc2ccc(C(C)=O)cc2)cc1OC (stereo not drawn)	-14	102	4	-2.6	1	2	-1	19	-1.2
Cc1c(C(=O)c2ccc(Cl)c(Cl)c2)cnc2cc3c(cc12)OCO3	-1	95	-2	-1.1	-2	0	0	-3	-4.5
CCCC(=O)Nc1sc(C(=O)Nc2cccc(N)c2)c(C)c1C(=O)OC	-20	88	-9	-5.1	2	-5	4	3	-1.8
CCOC(=O)C1CCN(C(=O)CN2C(=O)c3cccnc3Oc3ccc(C)cc32)CC1	-29	103	5	-0.1	4	.	2	5	-2.5
Cc1cccnc1NC(=O)Nc1ccc(F)cc1	2	100	-5	-1.1	-3	-4	-2	28*	-1.9
Cc1ccc(N2C(=O)CC(Cc3ccc(Cl)cc3)C2=O)cc1 (stereo not drawn)	-10	116	13	-0.2	6	7	-13	-2	-2.1
C[N+](C)(C)CCOP(=O)([O-])OC[C@H](O)CO	-6	95	2	-3.1	-2	28	-2	25	-2.9
COc1ccc(-c2noc(CN3CCN(c4ccccc4F)CC3)n2)cc1OC	-34	91	-3	-2.6	-14	-3	0	18	-1.0
COc1cc(/C=C/C(=O)O)cc(S(=O)(=O)Nc2ccccc2SC)c1OC	-12	97	-2	-1.2	10	-1	6	22	-1.6
CC[n+]1c(/C=C(/C)SC)sc2ccccc21	-21	120	14	0.2	3	5	49*	13	-3.9
COc1ccc(OCC(=O)N2CCN(C(=O)c3ccc(F)cc3)CC2)cc1	-14	95	-1	0.1	0	15	-9	15	-1.1
COc1nc2ccccc2nc1OC	-1	103	3	-1.5	2	6	0	-4	-2.3
CC(C)(Oc1ccc(Cl)cc1)C(=O)N/N=C/c1cn[nH]c1-c1ccccc1	-27	96	0	-4.4	-1	-18	1	-1	-2.9
COc1ccc(-c2nc(N)nc(C)c2Oc2ccccc2Br)c(O)c1	-11	113	17	-1.1	-22	10	-5	-7	-0.6
Cc1cccc(NC(=O)CCN2C(=O)c3ccccc3C2=O)c1	-3	104	8	-0.5	0	17	-13	12	-1.4
CCOc1ccc(NC(=O)c2cnccn2)cc1	-3	103	5	0.6	2	13	-8	-6	-2.8
O=C(Nc1cc(Cl)ccc1O)C1CC(c2ccccc2Cl)=NO1 (stereo not drawn)	-4	99	-2	0.1	-7	-9	-11	15	-0.8
Cc1cc(=O)n2[nH]c(-c3ccco3)nc2n1	1	99	-2	-1.8	3	3	-6	38	-4.5
COC(=O)[C@H]1[C@H]2C[C@H]3c4[nH]c5ccccc5c4CCN3C[C@H]2CC[C@@H]1O	-5	105	6	-0.7	-1	10	2	22	-3.6
C=CCNC(=O)CC(=O)N/N=C/c1cccc(Br)c1	-1	98	0	-8.0	-2	30	0	3	-2.8
CN(/N=C/c1c[nH]c2ccccc12)c1cnn(-c2ccc(F)c(Cl)c2)c(=O)c1Cl	0	97	-3	-2.7	9	26	-21	0	-2.4
O=C1c2ccccc2C(=O)C1c1ccc(Br)cc1	-1	102	3	-0.4	-2	1	-3	6	-0.6
CCN(CC)S(=O)(=O)c1ccc(NC2c3ccccc3C(=O)N2c2ccc(C)cn2)cc1 (stereo not drawn)	2	96	5	5.3	-1	6	-11	-17	-2.7
O=C(CSC(=S)N1CCOCC1)N1N=CCC1c1ccccc1 (stereo not drawn)	-8	105	0	-1.4	-4	5	-6	11	-1.3
O=C(Nc1nc(-c2ccccc2)c(-c2ccccc2)s1)c1ccc(S(=O)(=O)N2CCCCC2)cc1	-5	97	-2	-2.3	-12	-5	2	22	-2.0
COc1ccc(CN2CCC(N3CC(C)OC(C)C3)CC2)c(OC)c1 (stereo not drawn)	-1	98	1	-3.2	1	7	2	24	-1.5
CCSc1ccccc1C(=O)N1CCN(c2ccccc2F)CC1	-34	103	3	0.1	-5	7	-5	19	-3.2
COc1cccc(NC(=O)CC2C(=O)NC3CCCCC3N2C(=O)c2ccccc2)c1 (stereo not drawn)	-21	106	6	-1.0	-1	-1	-1	-5	-1.0
O=C(CSc1ncn(-c2ccccc2)n1)c1cccs1	-13	103	3	-0.3	-17	20	4	13	-1.9
CCOC(=O)C1(CCOc2ccccc2)CCN(Cc2cccc(OCCO)c2)CC1	8	118	5	-0.5	-14	6	-7	24	-3.7
CCCCNC1=NCCS1	19	111	0	-0.8	0	3	0	15	-3.0
CN(C)c1ccc(C(=S)N2CCN(c3ccccc3)CC2)cc1	-9	105	5	0.3	5	9	3	-13	0.8
CCOC(=O)c1c(C)[nH]c(N=Nc2ccc(OC)cc2)c1C	-4	82	-20	-1.5	-9	5	-3	.	-3.6
COc1cc(C)c(S(=O)(=O)N2CCN(C)CC2)cc1C	1	97	0	-1.7	-3	8	1	17	-3.6
CC(C)=CCC/C(C)=C/C=N/NC(=O)c1ccc([N+](=O)[O-])cc1	-5	100	0	-0.8	3	5	-12	20	1.7
CCC(C)(C)NC(=O)C(Sc1ccccc1)c1ccccc1 (stereo not drawn)	-18	101	-2	-2.8	0	-1	5	4	-2.7
O=C(O)Cc1c(-c2ccccc2)c2cc(Cl)ccc2[nH]c1=O	-19	104	4	-0.1	9	24	-24	9	-0.4
CCOc1cc(C2/C(=C(/O)c3ccc(OC)cc3)C(=O)C(=O)N2CC2CCCO2)ccc1O (stereo not drawn)	-1	100	2	-2.3	9	8	-3	2	-1.1
COc1ccc(N2C(=O)NC(NC(=O)c3cccnc3)(C(F)(F)F)C2=O)cc1 (stereo not drawn)	5	105	1	-3.5	-2	21	1	-2	-4.2
CC(C)C[C@H](NC(=O)N1CCn2c1nc1ccccc12)C(=O)NC1CC1	-40	102	1	-1.8	-16	2	-2	9	-1.1
COC(=O)C(C)NC(=O)C1CCCN1C(=O)CNC(=O)OCc1ccccc1 (stereo not drawn)	-4	105	5	0.0	-5	18	-1	-1	-0.2
CCN(CC)C(=O)c1cc2c(=O)n3cccc(C)c3nc2n1C	-20	100	-3	2.6	-3	27	1	13	-2.0

Records above printed as active in M18AAP inhibitor:
SMILES,MEKK2 WT-MEK5,MEKK2mut PB1 HTS,VIM-2 inh,HCV NS3 hel inh,UBC9 SUMO inh,M18AAP inhibitor,NALP1 yeast inh,IMP-1 inh
CC[n+]1c(/C=C(/C)SC)sc2ccccc21,120,14,0.2,3,5,49*,13,-3.9

(cont.)
SMILES	DNA FID counter	MEKK2 WT-MEK5	MEKK2mut PB1 HTS	VIM-2 inh	HCV NS3 hel inh	UBC9 SUMO inh	M18AAP inhibitor	NALP1 yeast inh	IMP-1 inh
CC(C)OC(=O)C(CC(=O)O)NCc1ccccc1 (stereo not drawn)	-2	89	-8	0.5	0	22	4	26	-0.3
CCOc1cc(-c2noc(CCC(=O)NCC3CCCO3)n2)ccc1OC (stereo not drawn)	-16	108	4	0.2	-6	11	4	1	-2.5
O=C(O)c1nn(Cc2csc(-c3ccccc3)n2)c(=O)c2ccccc12	-41	98	1	1.3	48*	-9	7	4	-0.4
CCN1C(=O)C(O)(CC(=O)/C=C/C=C/c2ccccc2)c2ccccc21 (stereo not drawn)	-25	.	.	-2.4	-2	-2	8	10	-1.8
CN1C(=O)C(C)(C)c2cc(S(=O)(=O)N3CCCC(C(=O)Nc4ccc(Cl)cc4)C3)ccc21 (stereo not drawn)	-48	102	0	-3.3	-37	-27	-7	9	-1.7
Nc1ccc(Cc2nc3c(ccc4ccccc43)[nH]2)cc1	3	105	3	-4.3	-8	-31	1	15	-1.2

Sorted by molecular weight (ascending): 3 of the compounds above
SMILES	DNA FID counter	MEKK2 WT-MEK5	MEKK2mut PB1 HTS	VIM-2 inh	HCV NS3 hel inh	UBC9 SUMO inh	M18AAP inhibitor	NALP1 yeast inh	IMP-1 inh
CC(C)OC(=O)C(CC(=O)O)NCc1ccccc1 (stereo not drawn)	-2	89	-8	0.5	0	22	4	26	-0.3
Nc1ccc(Cc2nc3c(ccc4ccccc43)[nH]2)cc1	3	105	3	-4.3	-8	-31	1	15	-1.2
CCOc1cc(-c2noc(CCC(=O)NCC3CCCO3)n2)ccc1OC (stereo not drawn)	-16	108	4	0.2	-6	11	4	1	-2.5

Screening data as filed in PubChem BioAssay.
